High-throughput results: PubChem, National Center for Advancing Translational Sciences (NCATS)
ASM inhibitor: human S-ASM enzyme inhibition. Potency, µM (highest dose often 57.5 µM), for inactives: at the highest dose activity change, negative = inhibition, usual class: inhibitors. 340,000 tested, 0.006% active. placental ASM, HMU-PC fluorogenic substrate, 60 min; also: potency is read from the fitted curve at half-maximal effect
Target sequence (P17405 47-631 limits assumed): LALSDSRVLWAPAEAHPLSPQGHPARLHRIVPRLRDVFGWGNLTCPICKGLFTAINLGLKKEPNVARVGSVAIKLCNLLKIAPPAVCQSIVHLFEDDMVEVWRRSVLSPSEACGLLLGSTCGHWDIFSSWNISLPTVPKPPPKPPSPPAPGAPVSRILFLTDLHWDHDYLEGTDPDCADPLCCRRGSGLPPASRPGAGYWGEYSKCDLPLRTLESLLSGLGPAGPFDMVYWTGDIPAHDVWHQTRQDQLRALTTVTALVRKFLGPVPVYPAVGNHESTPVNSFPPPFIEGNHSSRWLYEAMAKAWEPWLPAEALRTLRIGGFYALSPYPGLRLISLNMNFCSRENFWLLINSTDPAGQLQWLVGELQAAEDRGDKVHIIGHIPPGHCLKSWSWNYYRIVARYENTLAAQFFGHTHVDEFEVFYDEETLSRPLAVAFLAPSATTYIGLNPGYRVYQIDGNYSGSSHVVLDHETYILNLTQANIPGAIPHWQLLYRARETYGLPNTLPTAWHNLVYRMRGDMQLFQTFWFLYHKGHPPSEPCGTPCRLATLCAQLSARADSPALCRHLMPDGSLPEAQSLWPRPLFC
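qHTS format. ASM enzyme prepared from human placenta hydrolyses the fluorogenic substrate HMU-PC0 (9 uM final) over 60 min at 37 °C after a 10 min compound preincubation.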
TCR act: activators of T cell receptors. primary human leukocytes, anti-CD3, IL-2 HTRF, 48 h. Potency, µM (titrated, usually from 9.22 µM), inactives show top-dose activation of IL-2 secretion, hits mostly activators. 330,000 tested, under 10 active; also: % of control where 0% means no effect
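Human primary leukocytes + a-CD3 beads + cpd, 48 hr; IL-2 in supernatant by HTRF (ex 320nm / em 665nm). No co-stimulatory signal supplied.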
Tb PFK inh: blocks T. brucei phosphofructokinase; O15648; T. brucei PFK, ADP-Glo luminescence; Potency, µM (series often up to 57.5 µM), without a hit: top-dose activity, negative = inhibition, hits mostly inhibitors; 330,000 tested, 0.17% active; AID 485367;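 also: potency is read from the fitted curve at half-maximal effect; 0% = uninhibited 1x PFK enzyme wells and -100% = no-enzyme wells; nearly all actives have a fitted effect of over 60% in size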
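1.25 nM PFK with 0.5 mM F6P and 0.1 mM ATP in 0.1 M TEA pH 8.0, 5 mM MgCl2, incubated 45 min at room temperature; ADP measured by ADP-Glo luminescence; compounds titrated up to 57 uM.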
Eya2 inh: blocks the phosphatase activity of human Eya2 | AID 488837 | O00167 | Potency, µM (top dose mostly 76.9 µM), for inactives: at the top dose activity, negative = inhibition, most hits filed as inhibitors | 330,000 tested, 0.006% active | recombinant Eya2, OMFP fluorescence dephosphorylation (OMFP is methylfluorescein phosphate); also: potency is read from the fitted curve at half-maximal effect; % is scaled to controls: 0 for no effect and ±100 for the full control effect
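Eya2 (0.2 uM) preincubated 10 min at ambient with compound, then OMFP substrate added at 50 uM; 10 min reaction in 50 mM HEPES pH 7.5, 50 mM NaCl, 5 uM MgCl2, 0.05% BSA, 1 mM DTT. Fluorescence read at Ex 485/Em 525 nm.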
PTAP TSG101 blk: blocks PTAP/TSG101 interaction to inhibit HIV-1 budding; 340,000 tested, under 10 active; AID 493005; Fluorescence polarization, FITC-PTAP peptide / Tsg101 binding; Potency, µM (top dose mostly 115 µM), inactives show at the top dose activity change, negative = inhibition, hits mostly inhibitors; active = well fitted inhibition curve with a large enough effect in the main read-out, with a control signal flat, not every such curve was filed as active; inconclusive = small, poorly fitted or top-dose-only effect, or effect the other way, or a change in a side signal; inactive = no such curve, though single readings can be large or run the other way; also: potency is read from the fitted curve at half-maximal effect; % of control where 0% means no effect
Target sequence (Q99816 whole entry, looked up): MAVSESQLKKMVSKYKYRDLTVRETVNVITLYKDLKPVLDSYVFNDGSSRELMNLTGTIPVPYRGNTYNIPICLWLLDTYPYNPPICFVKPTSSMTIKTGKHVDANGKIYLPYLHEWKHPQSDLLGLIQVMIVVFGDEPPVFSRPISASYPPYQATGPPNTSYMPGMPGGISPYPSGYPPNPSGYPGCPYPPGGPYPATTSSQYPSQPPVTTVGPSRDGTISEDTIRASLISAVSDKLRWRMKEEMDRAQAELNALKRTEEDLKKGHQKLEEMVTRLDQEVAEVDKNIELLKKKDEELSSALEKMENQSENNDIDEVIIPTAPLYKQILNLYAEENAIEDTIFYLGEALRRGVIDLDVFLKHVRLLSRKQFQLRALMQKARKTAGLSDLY
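Compounds were pin-transferred onto Tsg101 binding domain (10 uM final) in HEPES pH 7.5 buffer, then FITC-PTAP peptide was added at 50 nM final. After 20 min at RT, polarization reported peptide displacement across a qHTS concentration series.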
ELG1 DNA repair: blocks ELG1-dependent DNA repair in HEK293T cells. AID 504467. 330,000 tested, 2.3% active. HEK293T ELG1-luciferase reporter, luminescence, 16 h; DNA damage induced by 5-fluorouridine. Potency, µM (series often up to 46.1 µM), for the others: top-dose activity change, negative = inhibition, hits mostly inhibitors; also: potency is read from the fitted curve at half-maximal effect; % is scaled to controls: 0 for no effect and ±100 for the full control effect; nearly all actives have a fitted effect of over 55% in size
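Overnight (16 hr) co-exposure of 2,000 cells/well to 5-fluorouridine and compound at 37 °C preceded detection. Luciferase was quantified via ONE-Glo luminescence; loss of signal denotes inhibition.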
a7 integrin act: integrin-mediated muscular dystrophy alleviation activation; alpha7betagal myoblasts, beta-gal FDG fluorescence, 48 h; Potency, µM (doses to about 38.3 µM), for the others: at the top dose activation, actives largely listed as activators; 350,000 tested, 0.064% active; AID 624291;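 also: potency is read from the fitted curve at half-maximal effect; 100% = response of the positive control SU9516; nearly all actives have a fitted effect of over 60% in size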
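alpha7betagal+/- myoblasts (passage 13, 250/well) treated 48 h at 37C with compounds at 1:260 dilution of DMSO stock. Lysed, then beta-galactosidase activity read as FDG fluorescence (ex 480/em 540) after 30 min, with pre-read for autofluorescence.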
TSHR antagonist: blocks TSH signaling through the human TSH receptor; AID 504810; activity change, negative = inhibition, % at 11.5 µM; 330,000 tested, 0.2% active; TSHR-expressing cells, TSH-stimulated cAMP HTRF, 2 h; hits give low values;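 active = activity change below a set negative limit, meaning inhibition stronger than a set level, cut at about -70% in these data; inconclusive = activity change between two set negative limits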; also: % is scaled to controls: 0 for no effect and ±100 for the full control effect
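Read-out is FRET at 665 nm (cryptate excitation 337 nm) from a cryptate-tagged anti-cAMP antibody, competed by cell cAMP against cAMP-d2. Compounds are tested on freshly harvested TSHR cells challenged with 4nM TSH (EC80) for 2 hours at 37 deg C.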
Mito fusion yeast: mitochondrial division inhibition or fusion activation | Potency, µM (series often up to 46.1 µM), without a hit: at the top dose growth rescue (activation), hits mostly activators | 320,000 tested, 0.23% active | S. cerevisiae fusion-defective mutant growth rescue, CellTiterGlo 48 h;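 also: potency is read from the fitted curve at half-maximal effect; % of control where 0% means no effect; nearly all actives have a fitted effect of over 45% in size; temperature-sensitive fusion mutants such as fzo1-1 at 37 °C on non-fermentable ethanol glycerol medium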
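S. cerevisiae fusion-defective temperature-sensitive mutants (e.g. fzo1-1, mgm1-5) grown 48 h at 37C in YPEG (ethanol/glycerol non-fermentable) medium with 23 nl compound per well; growth rescue read as CellTiterGlo luminescence.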
BCR signal inh: blocks chronic active B-cell receptor signaling; ABC-DLBCL IkBa-CBG/CBR reporter, luminescence ratio, 4 h; Potency, µM (top dose mostly 46.1 µM), without a hit: top-dose ratio change, negative = lower green/red ratio, most hits filed as inhibitors; 340,000 tested, 0.05% active; active = well fitted inhibition curve with a large enough effect in the signal ratio, with a control signal flat, not every such curve was filed as active; inconclusive = small, poorly fitted or top-dose-only effect, or effect the other way, or a change in a side signal; the % refers to the signal ratio;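 also: potency is read from the fitted curve at half-maximal effect; plate controls were basal doxycycline-induced cells for no effect and cells given 10 µM MG132 for full effect; MG132 reads +100%, hits lower the ratio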
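Compounds up to 46 uM were incubated four hours with TMD8 cells whose green CBG68 luciferase is fused to IkappaBalpha; red CBR luminescence normalised the signal, and concentration-effect curves were fitted to fusion, red and ratio data.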
AT treatment: potential ataxia-telangiectasia treatments restoring KAP-1 phosphorylation; […] A-T fibroblasts, KAP-1 phosphorylation AlphaLISA; neocarzinostatin DNA damage 30 min before lysis; Potency, µM (highest dose often 57.5 µM), for the others: at the highest dose activation, most hits filed as activators; 320,000 tested, 0.19% active; also: potency is read from the fitted curve at half-maximal effect; % of control where 0% means no effect; nearly all actives have a fitted effect of over 45% in size
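ATM-like activity read as KAP-1 phosphorylation via AlphaLISA donor/acceptor antibody pairs after lysis and 6 hr at 25C. Cells were ATM-null patient fibroblasts ([…], hTERT), dosed 60 min, then exposed to the DSB inducer NCS for 30 min.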
An asterisk follows results filed as active; ? = inconclusive; · = not tested or not shown; [ ] = remark or other dose. Unless noted, calls follow the shape of the dose curve; as a rule, active = well fitted curve in the direction sought with a large enough effect; inconclusive = small, poorly fitted or top-dose-only effect, or another doubt; inactive = no such curve, though single readings can be large; an effect the other way counts as inactive or inconclusive.

SMILES	ASM inhibitor	TCR act	Tb PFK inh	Eya2 inh	PTAP TSG101 blk	ELG1 DNA repair	a7 integrin act	TSHR antagonist	Mito fusion yeast	BCR signal inh	AT treatment
Cc1ccccc1-n1nc2c(c1NC(=O)c1cccc(F)c1)CS(=O)C2 (configuration not stated)	9%	2%	-7%	-4%	-4%	-7%	3%	5	-1%	1%	7%
CCS(=O)(=O)N1CCN(S(=O)(=O)c2ccccc2)CC1	0%	3%	1%	6%	-6%	-6%	-9%	2	0%	?	4%
CCOc1cccc(C(=O)Nc2ccccc2C(=O)N2CCN(C)CC2)c1	1%	-23%	0%	-12%	0%	8%	14%	-2	4%	0%	15%
COc1cc(S(=O)(=O)NCCCN2CCOCC2)ccc1-n1cnnn1	-1%	-3%	-3%	-5%	-2%	5%	6%	-10	1%	5%	0%
Cc1c(NC(=O)C(=O)N/N=C/c2cccs2)c(=O)n(-c2ccccc2)n1C	0%	1%	-4%	-1%	-1%	-9%	19%	-1	1%	10%	-8%
CCOC(=O)C1=CN(CC)S(=O)(=O)NC1c1ccccc1 (configuration not stated)	7%	-11%[46.1 µM]	0%	3%	-3%	-1%	6%	4	·	-3%	-8%
COC(=O)c1ccc(OC(=O)c2ccccc2F)cc1	·	0%[46.1 µM]	0%	3%	·	?	·	6	-4%	-9%	3%
O=C(COC(=O)c1ccc(O)cc1O)c1ccc2c(c1)OCCO2	-4%	-1%	3%	-2%	-1%	0%	2%	-6	·	?	-2%
COc1ccc(N2CCN(c3cc(C)c4ccccc4n3)CC2)cc1	10%	·	-3%	-10%	-1%	-15%	18%	0	5%	?	3%
C#CCOC(=O)CCC(=O)NCCc1ccccc1	4%	-5%	-3%	9%	-2%	3%	1%	-7	-4%	-1%	13%
Cc1ccc(NC(=O)c2ccc3c(c2)nnn3C)cc1	0%	1%[46.1 µM]	0%	0%	0%	?	-2%	-4	2%	2%	4%
O=C(CSc1nc(-c2ccccc2)c(-c2ccccc2)[nH]1)NCc1ccco1	-2%	7%	7%	-6%	-7%	-35%	-19%[7.66 µM]	-10	1%	15%	1%
NCCCCCc1nnc(SCc2ccc(Cl)c(Cl)c2)o1	3%	1%	24µM*	6%	-3%	1%	-33%[inhibitor]	8	-8%	-1%	0%
CC1Sc2ccc(S(=O)(=O)N3CCC(C(=O)N(C)Cc4ccccc4)CC3)cc2NC1=O (configuration not stated)	-1%	1%	-6%	5%	0%	7.3µM*	?	-12	-1%	-1%	16%
O=C(NC(=S)NNS(=O)(=O)c1ccccc1)c1cccnc1	1%	-1%	0%	-11%	-2%	4%	1%	1	-2%	-8%	5%
CCC1Nc2ncnc(N3CCN(c4ccccc4)CC3)c2N(Cc2ccc(OC)cc2)C1=O (configuration not stated)	-5%	0%	0%	-3%	-5%	2%	-37%	-23	10%	-11%	-3%
Cc1cc(N2CCOCC2)nc2ccc(Cl)cc12	166%[activator]	4%	-1%	3%	-7%	?	0%	28	7%	7%	32%
Cc1ccc(S(=O)(=O)NC(C)C(=O)Nc2ccc3c(c2)OCO3)cc1 (configuration not stated)	1%	-6%	4%	8%	0%	-1%	7%	-29	-1%	0%	16%
O=C(CCS(=O)(=O)c1ccc(Br)cc1)NC1CCCC1	0%	-36%	?	0%	-3%	?	1%	5	-1%	-1%	1%
Cc1n(CC(O)COC2CCCCC2)c2ccccc2[n+]1C (configuration not stated)	0%	5%[46.1 µM]	-7%	0%	0%	?	-4%	3	0%	3%	5%
CCc1ccc2nc(SCC(=O)N(CC)CC)c(C#N)cc2c1	-2%	4%	4%	13%	-2%	-25%	-4%	-8	-2%	1%	4%
O=C1CCN(C(=O)c2ccccc2)C2CCCCC12 (configuration not stated)	4%	5%	6%	-4%	-1%	8%	3%	0	-3%	?	0%
CNC(=O)CN(c1ccc2c(c1)OCCO2)S(C)(=O)=O	3%	-2%	-1%	6%	-3%	3%	20%	2	0%	-10%	4%
CCc1cccc(C)c1NC(=O)c1ccc2c(c1)CCN2S(C)(=O)=O	-1%	1%	-6%	-3%	-1%	-19%	-19%	4	5%	2%	3%
Cc1ccc(-c2nc(-c3ccncc3)no2)cc1C	-2%	-1%	4%	?	-2%	?	27%	11	-13%	?	12%
Cc1c(C(=O)O)cccc1-c1ccc(/C=N/n2cnnc2)o1	23%	9%	2%	-9%	0%	28%	8%	16	6%	?	?
Cc1ccc2c(CN(C)Cc3cccc(F)c3)cc(=O)oc2c1	-2%	2%	5%	-11%	-4%	?	0%	-5	4%	?	-10%
CCOC(=O)C1=C(C)NC(=S)NC1c1ccc(OCC(=O)N2CCCCC2)cc1 (configuration not stated)	-1%	9%	5%	-5%	-5%	-2%	1%	1	-5%	2%	6%
Cc1cccc(NC(=O)Nc2ccncc2)c1	0%	2%	-5%	2%	-5%	?	-5%	-5	-4%	0%	2%
CCOC(=O)c1cnc(Nc2nc3ccccc3o2)nc1CN1CCN(C)CC1	4%	0%	-6%	8%	-2%	?	-22%	-1	-5%	?	5%
O=C(O)CSC1CC(=O)N(c2cccc(Cl)c2)C1=O (configuration not stated)	7%	-5%	29%	-5%[15.4 µM]	-12%	1%	15%	38	-12%	?	16%
CSc1ccccc1NC(=O)Nc1ccc(F)c(Cl)c1	0%	0%	-15%	0%	-1%	?	13%	-13	-1%	?	7%
COc1ccc(NC(=S)NN2C(C)CCCC2C)cc1 (configuration not stated)	11%	-1%[46.1 µM]	2%	-14%	2%	5%	-11%	-3	-3%	?	1%
O=S(=O)(Nc1nc2ccccc2nc1NCC1CCCO1)c1cccc(Cl)c1 (configuration not stated)	-1%	1%	0%	-1%	-1%	?	-10%	-2	5%	0%	-13%
CC1CC(C)CN(C(=O)C2CCN(S(=O)(=O)c3ccc4c(c3)CC(C)N4C(=O)C3CC3)CC2)C1 (configuration not stated)	-1%	-3%	2%	1%	-1%	-17%	2%	-1	?	8%	6%
CN(Cc1ccccc1)C(=O)c1ccc(NC(=O)Cc2cccc(NC(=O)C3CCCN(C(=O)CCc4ccccc4)C3)c2)cc1 (configuration not stated)	-2%	6%	0%	1%	·	?	-18%	-19	-4%	-7%	8%
CCOC(=O)c1cnn(-c2ccccc2)c1N	2%	-5%	-2%	11%	-2%	?	2%	7	-2%	?	7%
CCCCCn1c(SCCC(C)C)nc2c1c(=O)[nH]c(=O)n2C	-14%	-1%	-4%	5%	-6%	?	0%	-7	?	-3%	4%
O=c1[nH]nc(Cc2ccc(-c3ccc(Cl)cc3)o2)c2ccccc12	0%	2%	-20%	14%	-11%	-14%	-6%	-31	13%	14%	6%
Cc1nc(NC(=O)CSc2nnnn2Cc2ccccc2)sc1C	2%	5%	3%	16%	-5%	21%	-16%	8	4%	-2%	4%
CC(=O)N1CCN(CC(=O)Nc2ccc([N+](=O)[O-])cc2Br)CC1	1%	1%	1%	5%	-2%	4%	-15%	-7	2%	?	3%
Cc1cc(C)nc(SCc2nc3nc(C)cc(C)n3c2Br)n1	6%	-7%	3%	2%	-6%	0%	-30%	-1	-4%	-3%	2%
O=C(Nc1ccc2c(c1)OCO2)C1CC(c2ccc(Cl)cc2)=NO1 (configuration not stated)	2%	-2%	1%	-21%	-2%	1%	-9%	-3	-1%	-4%	3%
